UBC13 polyUb: human UBC13 polyubiquitination inhibition | UBC13 polyubiquitin chain formation, TR-FRET | AID 485273 | 0.47% of 330,000 active | P61088 | inhibition, % at 20 µM; in the data active means inhibition above about 45%, passing the limit was not always enough
Gli-Sufu block: antagonists of Gli-Sufu signaling; Sufu-KO-LIGHT fibroblasts, Gli luciferase reporter luminescence; inhibition, % at 5 µM; 0.74% of 340,000 active;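 active means inhibition above about 55%, limit read from the data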;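 further: 0% = DMSO-treated cells and 100% = wells with medium but no cells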
CCR6 antag: antagonists of human CCR6 receptor | AID 493098 | 0.49% of 340,000 active | CHO-K1 CCR6 PathHunter beta-arrestin, luminescence, CCL20-stimulated | inhibition, % at 20 µM | P51684;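 active means compounds whose inhibition of the agonist-driven luminescence signal at 20 µM reaches about 50%, limit read from the data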;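 further: cells stimulated with CCL20 at 14 nM final; plate controls were DMSO with CCL20 for no effect and DMSO without agonist for full effect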
Target sequence (P51684 whole entry, looked up): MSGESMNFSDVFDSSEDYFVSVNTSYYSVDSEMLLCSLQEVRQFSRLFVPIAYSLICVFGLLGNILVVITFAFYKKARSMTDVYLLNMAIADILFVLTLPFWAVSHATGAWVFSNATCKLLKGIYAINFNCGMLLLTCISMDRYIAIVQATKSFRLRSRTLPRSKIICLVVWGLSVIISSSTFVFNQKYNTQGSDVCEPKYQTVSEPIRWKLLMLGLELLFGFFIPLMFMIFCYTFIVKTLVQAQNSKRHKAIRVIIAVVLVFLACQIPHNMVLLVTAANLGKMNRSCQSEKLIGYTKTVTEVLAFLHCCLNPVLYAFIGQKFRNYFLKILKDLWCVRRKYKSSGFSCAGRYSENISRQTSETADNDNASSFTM
Jurkat NFkB inh: lowers PMA/ionomycin-induced NF-kB signal in Jurkat cells | AID 435003 | inhibition, % at 4 µM | PMA/ionomycin-induced NF-kB luciferase reporter, luminescence | 0.53% of 330,000 active
SENP8 inh: blocks the human protease SENP8; 1.2% of 330,000 active; inhibition, % at 10 µM; AID 2540; Q96LD8; purified SENP8, Z-RLRGG-aminoluciferin cleavage, luminescence
Target sequence (Q96LD8 whole entry, looked up): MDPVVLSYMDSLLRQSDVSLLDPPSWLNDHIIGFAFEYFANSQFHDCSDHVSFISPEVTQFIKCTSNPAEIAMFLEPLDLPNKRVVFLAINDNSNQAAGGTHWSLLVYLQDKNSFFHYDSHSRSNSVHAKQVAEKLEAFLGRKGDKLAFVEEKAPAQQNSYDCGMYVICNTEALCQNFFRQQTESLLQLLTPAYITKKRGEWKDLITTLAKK
Apaf1 inhib: human Apaf-1 inhibition. inhibition, % at 20 µM. reconstituted apoptosome caspase-3 activity, DEVD-Rh110 fluorescence. 0.71% of 330,000 active. O14727; active means inhibition of at least 40% at 20 µM;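 further: plate controls were DMSO wells for no effect and DEVD-CHO caspase inhibitor wells for full effect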
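Material: reconstituted apoptosome with Apaf-1, cytochrome c, caspase-9, procaspase-3, dATP; medium: pH 7.5 Hepes buffer with CHAPS, BSA, DTT; also added: cytochrome c and DEVD-Rh110 substrate; timing: 30 min plus 50 min, RT; signal: Rh110 fluorescence intensity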
EBI2 antag: antagonists of human EBI2 receptor. EBI2 beta-arrestin recruitment, luminescence, 7a,25-OHC stimulated. inhibition, % at 5 µM. 0.81% of 360,000 active. AID 651636; in the data active means inhibition above about 38%;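 further: enzyme fragment complementation signal reports receptor beta-arrestin coupling in cells; 0% = agonist plus DMSO wells and 100% = wells without agonist; some results beyond the cut were filed as inactive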
Target sequence (P32249 whole entry, looked up, the tested form may be a part): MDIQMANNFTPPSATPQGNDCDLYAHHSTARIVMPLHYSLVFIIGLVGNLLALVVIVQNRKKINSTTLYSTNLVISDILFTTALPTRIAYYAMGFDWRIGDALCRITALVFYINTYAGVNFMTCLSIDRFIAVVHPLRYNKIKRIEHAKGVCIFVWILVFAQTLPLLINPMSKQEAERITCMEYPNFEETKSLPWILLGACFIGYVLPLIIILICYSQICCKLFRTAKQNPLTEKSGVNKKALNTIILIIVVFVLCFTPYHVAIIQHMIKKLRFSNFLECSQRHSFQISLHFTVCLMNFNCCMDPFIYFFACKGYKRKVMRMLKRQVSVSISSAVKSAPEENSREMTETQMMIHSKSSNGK
697 NFkB inh: inhibitors of the PMA/ionomycin-induced NF-kB reporter in 697 B cells. inhibition, % at 4 µM. AID 435022. 697 B-cell NF-kB luciferase reporter, 16 h. 0.33% of 330,000 active; in the data active means inhibition above about 35%
An asterisk follows results filed as active; . = not tested or not shown. Unless noted, no stated cut-off is given here; in the data, active means inhibition above about 50%; inactive means the rest. Not all compounds are listed, so the mix of outcomes need not match the whole.

SMILES | UBC13 polyUb | Gli-Sufu block | CCR6 antag | Jurkat NFkB inh | SENP8 inh | Apaf1 inhib | EBI2 antag | 697 NFkB inh
COc1ccc(Cc2nnc(SCC(=O)Nc3ccc(C)c(Cl)c3)[nH]c2=O)cc1 | 0 | -9 | 5 | 7 | -5 | 7 | -7 | -1
O=C(c1cc(-c2ccncc2)nc2ccc(Cl)cc12)N1CCN(Cc2ccc3c(c2)OCO3)CC1 | 11 | . | -7 | -4 | 0 | 23 | -4 | 6
CCOc1cc(/C=N/NC(=O)C(=O)NCC2CCCO2)ccc1OCC(=O)N1CCOCC1 (centres undefined) | -8 | -2 | 5 | 11 | 0 | -5 | 2 | 11
O=c1nc(NCc2ccccc2Cl)cn[nH]1 | 0 | -5 | -1 | -19 | -7 | -8 | -8 | 13
Cc1ccc(NC2=C(C(=O)c3ccccc3)N(C)S(=O)(=O)c3ccccc32)cc1 | -17 | -3 | 26 | 3 | 8 | 16 | 29 | 4
Cc1cc(C2=NNC(=Nc3ccc(S(=O)(=O)N4CCOCC4)cc3)SC2)c(C)n1C | 6 | 4 | 10 | -11 | 2 | -1 | -2 | -8
COc1cc(C(=O)Oc2cccc(/C=N/NC(=O)c3cccnc3)c2)cc(OC)c1OC | -1 | -15 | 8 | 18 | 7 | 6 | -7 | -8
CCN(CC)C(=O)C1CCC(C)(C(=O)O)C1(C)C (centres undefined) | -4 | 2 | 5 | -5 | -7 | 0 | -1 | -7
CCOc1ccc(C(=O)NCC(=O)NCCCSc2ccccc2)cc1OCC | 6 | -5 | -1 | 3 | -1 | -2 | -6 | -2
O=C1NC(=O)/C(=C/c2ccccc2Oc2ccc(Cl)cc2)S1 | -16 | -16 | -10 | -12 | 11 | 26 | -6 | 10
CN(C)C(=O)c1ccc(NC(=O)CSc2nc3ccccc3[nH]2)cc1 | 0 | 4 | 16 | 10 | 1 | -3 | -1 | -2
CCc1nnc2n1N=C(c1ccc(-c3cc(Cl)ccc3Cl)o1)CS2 | -10 | 6 | 7 | -6 | -1 | 27 | 7 | -50
Cc1cccc(CN2CCCC(C(=O)Nc3ccccc3Oc3cccnc3)C2)c1 (centres undefined) | 0 | 24 | 3 | 8 | -2 | 12 | 13 | -30
O=C(NCC(=O)N(CC1CCCO1)C(C(=O)NC1CCCCC1)c1ccc(F)cc1)c1ccco1 (centres undefined) | -4 | -8 | -2 | -5 | -4 | 11 | 6 | -22
O=C(O)CSc1nnc(-c2ccc(Cl)cc2Cl)n1Cc1ccccc1 | -3 | -2 | 9 | 16 | 0 | 3 | 10 | 8
O=C(c1ccc(Oc2ccc(Cl)cc2)c([N+](=O)[O-])c1)N1CCCC1 | 3 | 0 | 12 | -26 | 2 | 14 | 7 | -10
COc1cccc(NC(=O)c2ncn[nH]2)c1 | 0 | 6 | 7 | 9 | 0 | 1 | -1 | 7
O=C(c1ccc(Cn2c(=S)[nH]c3ccc(N4CCOCC4)cc3c2=O)cc1)N1CCN(c2ccc(F)cc2)CC1 | 20 | 0 | 18 | -23 | 1 | 15 | 10 | -80
O=C(Cc1c[nH]c2ccccc12)Nc1ccccc1N1CCOCC1 | 4 | -3 | 17 | 1 | -3 | 11 | 7 | 18
c1ccc2c(c1)CCN(c1nc3cc4c(cc3s1)OCO4)C2 | -8 | -72 | 27 | -190 | 94* | 21 | 19 | -304
CCOC(=O)C1CCN(C(=O)COC(=O)c2oc3ccc(OC)cc3c2C)CC1 | 4 | -13 | 23 | 5 | 3 | 8 | 10 | 17
CCOC(=O)c1sc(SC)c2c1CCCC2=O | 4 | 7 | 23 | -18 | -6 | 7 | -26 | -3
O=C(Nc1ccc(F)c([N+](=O)[O-])c1)c1cccs1 | 7 | 6 | 13 | 4 | 0 | -5 | -21 | 11
COc1ccc(C(CC(=O)O)NS(=O)(=O)c2ccc3c(c2)NC(=O)CO3)cc1 (centres undefined) | 1 | 23 | -16 | 2 | -3 | 1 | 8 | -1
CCOCCCNC(=O)CN1C(=O)/C(=C\c2ccc(C)cc2)Sc2ccccc21 | -6 | 3 | -1 | 13 | 3 | 7 | 13 | -17
COc1cccc(NC(=O)CSc2nn3c(=O)c(C)nnc3s2)c1 | 5 | 47 | 9 | -2 | 7 | 3 | -6 | 18
CCOC(=O)c1sc(=S)n(-c2cc(OC)ccc2OC)c1N | -5 | 6 | 8 | 1 | -3 | 3 | 3 | -26
CN(C)C(=O)N1CCN(C(=O)N(C)C)CC1 | -2 | 4 | -10 | 1 | -3 | 4 | 6 | 11
CCN(C[C@H]1N[C@@](CC)(C(=O)OC)[C@H]2C(=O)N(C)C(=O)[C@@H]12)S(=O)(=O)c1ccc(C(F)(F)F)cc1 | 5 | -3 | -4 | -11 | -2 | 4 | -4 | -9
COC(=O)COc1ccc(S(=O)(=O)NCc2ccco2)cc1Cl | 5 | 4 | -1 | -10 | -2 | 5 | -3 | 26
COc1ccc(NC(=O)CCNC(=O)Cn2ccc3ccccc3c2=O)cc1Cl | 5 | -20 | -1 | 10 | 1 | -3 | -8 | 19
O=C(CC(=O)c1ccccc1)Nc1ccccc1 | 6 | -28 | 19 | -56 | 3 | -23 | 5 | -23
CCn1c(/C=C/c2c(C)[nH]c3ccccc23)nc2ccccc2c1=O | 11 | -18 | 6 | 27 | -6 | -10 | -21 | -89
COC(=O)C(C(C)C)N1CCc2c(C)nc3c(C#N)cnn3c21 (centres undefined) | 20 | -7 | 0 | 4 | 2 | -15 | 2 | 17
O=C(NCC1CCCO1)c1csc2c1CCCC2 (centres undefined) | 1 | 3 | -2 | -4 | -6 | -23 | -3 | 12
Cc1ccc(-n2cc(CN(C)CCc3cn[nH]c3)c(-c3cccc(C)c3)n2)cc1 | 22 | 17 | 3 | -2 | 0 | 23 | -14 | -25
CC(C)[C@H](NC(=O)[C@@H]1Cc2ccccc2CN1)C(=O)NC1CCCCC1 | 4 | 20 | -7 | 20 | 2 | -13 | -5 | 17
O=C(NCCc1ccc(Cl)cc1)C1CCC(CNc2nc(=S)[nH]c3ccccc23)CC1 (centres undefined) | -1 | 24 | -4 | 0 | 12 | 14 | 3 | -27
O=C(/C=C/c1cccc(Br)c1)N1CCN(c2cccc(C(F)(F)F)c2)CC1 | 2 | -6 | 22 | -5 | -2 | 12 | 17 | 18
C/C(=N\NC(=S)Nc1c(C)cccc1C)c1cc2ccccc2o1 | -28 | 4 | 11 | 5 | -12 | 18 | 15 | -39
O=C(CSc1ncnc2c1oc1ccccc12)c1cccs1 | 4 | 11 | -4 | -65 | 0 | 5 | 16 | -56
Cn1c(CCNS(=O)(=O)c2ccccc2)nnc1SCc1cccnc1 | 2 | -20 | -8 | 7 | -13 | 3 | 6 | -3
CN1C(=O)CC(NNC(=O)c2ccc(Cl)cc2)C1=O (centres undefined) | 7 | 5 | -20 | -5 | 1 | -7 | -20 | 7
COc1ccccc1NS(=O)(=O)c1ccc(NN=C2CCCC2)c([N+](=O)[O-])c1 | -23 | 44 | 22 | 28 | -6 | 12 | -8 | -17
O=C(c1cc2ccccc2oc1=O)N1CCN(c2ccccn2)CC1 | 5 | -2 | -6 | -5 | -6 | 1 | -1 | 28
O=C(Cc1ccc(S(=O)(=O)N2CCCC2)s1)N1CCN(c2ccccc2)CC1 | -6 | 8 | 1 | 0 | -3 | -10 | -8 | -1
CCN1C(=O)[C@H]2[C@@H](c3ccc(-c4ccc(OC)cc4)c(OC)c3)N[C@@](C)(C(=O)OC)[C@H]2C1=O | 1 | 4 | -2 | -9 | -2 | 16 | -7 | -12
CCCCOC(=O)c1ccc(NC(=O)C(CCS(C)(=O)=O)NC(C)=O)cc1 (centres undefined) | -14 | -6 | -1 | 3 | -14 | 12 | -1 | 2
Cc1ccc(S(=O)(=O)NC(=NC(C)C(=O)O)c2ccccc2)cc1 (centres undefined) | 7 | . | 1 | 3 | 6 | -18 | -4 | 27
O=C(N/N=C/c1ccco1)Nc1ccccc1 | -2 | -66 | 6 | -40 | 7 | -1 | -10 | -73

Six entries from above, reformatted:
Molecule,UBC13 polyUb,Gli-Sufu block,CCR6 antag,Jurkat NFkB inh,SENP8 inh,Apaf1 inhib,EBI2 antag,697 NFkB inh
COc1ccccc1NS(=O)(=O)c1ccc(NN=C2CCCC2)c([N+](=O)[O-])c1,-23,44,22,28,-6,12,-8,-17
O=C(c1cc2ccccc2oc1=O)N1CCN(c2ccccn2)CC1,5,-2,-6,-5,-6,1,-1,28
O=C(Cc1ccc(S(=O)(=O)N2CCCC2)s1)N1CCN(c2ccccc2)CC1,-6,8,1,0,-3,-10,-8,-1
CCN1C(=O)[C@H]2[C@@H](c3ccc(-c4ccc(OC)cc4)c(OC)c3)N[C@@](C)(C(=O)OC)[C@H]2C1=O,1,4,-2,-9,-2,16,-7,-12
CCCCOC(=O)c1ccc(NC(=O)C(CCS(C)(=O)=O)NC(C)=O)cc1 (centres undefined),-14,-6,-1,3,-14,12,-1,2
Cc1ccc(S(=O)(=O)NC(=NC(C)C(=O)O)c2ccccc2)cc1 (centres undefined),7,.,1,3,6,-18,-4,27

New compounds follow
SMILES | UBC13 polyUb | Gli-Sufu block | CCR6 antag | Jurkat NFkB inh | SENP8 inh | Apaf1 inhib | EBI2 antag | 697 NFkB inh
C/C=C(\C)CN1CCCC(CO)(Cc2ccccc2)C1 (centres undefined) | -7 | 8 | 10 | 3 | -5 | 6 | 1 | 7
O=C(/C=C/c1ccc(Cl)cc1)NCCc1ccccc1 | 13 | -25 | 3 | -13 | -8 | -3 | 54* | -5
CCOC(=O)N1CCC(NC(=O)CSc2cc(=O)n(C)c3ccccc23)CC1 | 22 | 10 | -8 | -5 | -2 | 5 | -6 | 23
N/C(=N\OC(=O)C12CC3CC(CC(C3)C1)C2)c1cccnc1 | -7 | 0 | 9 | -20 | 7 | 9 | -32 | -34
Cc1csc(NC(=O)c2ccc(Br)s2)n1 | 3 | -9 | 7 | -85 | 30 | 1 | -17 | -33
CC1=C(C(=O)OCc2ccccc2)N2C(=O)[C@@H](NC(=O)COc3ccccc3)[C@H]2SC1 | 2 | -18 | -6 | -4 | -5 | 13 | 9 | 1
CCOC(=O)c1c(C)n(C)c2ccc(O)c(CN3CCN(C)CC3)c12 | 1 | 6 | -9 | 14 | -4 | -12 | 10 | -2
O=C(Nc1ccc(F)cc1)C1COc2ccccc2O1 (centres undefined) | -1 | -4 | -1 | -24 | 2 | 2 | 3 | 14
CCN(CC)S(=O)(=O)c1ccc(=O)[nH]c1 | 10 | -3 | 10 | 1 | 2 | -7 | -2 | 19
Cc1ccc(C(=O)NCCCn2ccnc2)cc1C | -6 | 5 | -1 | -13 | -11 | -5 | -2 | -10
COc1ccc(CNC(=O)N2CCN(S(=O)(=O)c3ccccc3)CC2)cc1 | 0 | -10 | 7 | 11 | -6 | 0 | 10 | 9
O=C(Nc1nnc(CC2=CCCCC2)s1)Nc1ccccc1F | -4 | -30 | 7 | -21 | -4 | 12 | . | -30
CCOC(=O)C(CC)Sc1ncnc2nc[nH]c12 (centres undefined) | -13 | 1 | 11 | -14 | 5 | 6 | -8 | -23
CCOc1ccc(S(=O)(=O)N2CCN(C(=O)c3cc4c(s3)CCCC4)CC2)cc1 | 0 | -10 | 47 | 20 | 8 | 7 | 22 | 1
COc1ccc(-c2nn(-c3ccccc3)cc2CNCCN2CCOC2=O)c(F)c1 | 8 | 15 | 6 | -3 | 4 | 2 | -8 | 11
O=C(c1ccccc1)c1cccc[n+]1[O-] | -1 | -7 | 6 | -16 | -2 | -3 | -8 | 0
Cc1ccccc1OCC(=O)NNC(=S)NC(=O)c1ccccc1[N+](=O)[O-] | 5 | -3 | 21 | 0 | 3 | 4 | 10 | -1
Cc1ccc(C(=O)NC2CCS(=O)(=O)C2)cc1S(=O)(=O)N1CCOCC1 (centres undefined) | 2 | 9 | 10 | 8 | -3 | -14 | -9 | 11
CCC(C)NC(=O)CN1C(=O)CC(C)(C)S(=O)(=O)c2ccccc21 (centres undefined) | 4 | -7 | 3 | 1 | 6 | -9 | -4 | -4
CCOC(=O)C1CCCN(c2c(NCCc3ccc(C)cc3)c(=O)c2=O)C1 (centres undefined) | 13 | 1 | 10 | -4 | -5 | -1 | -27 | -9
CCCc1nc2n[nH]c(N)c2c2c1CCC2 | -4 | -1 | 2 | 0 | 0 | -1 | 7 | 16

Screening data from PubChem.
